# Screening results (PubChem)
# WT yeast gro inh: growth inhibition of WT yeast, mitochondrial fusion screen; hit rate 2.1% among 190,000; inhibition, % at 10 µM; mitochondrial fusion phenotypic screen, WT strain; AID 1362; in the data active = inhibition above about 58%; tested in S. cerevisiae
# TNAP activators: human TNAP enzyme activators, primary screen, biochemical, luminescent, no phosphate acceptor, uHTS (AID 1001); one-dose activation fold at 20 µM; EC50 in µM for titrated hits; purified TNAP, luminescent activation assay, no phosphate acceptor; higher activation fold means a stronger effect; hit rate 0.03% among 200,000; in the data active = activation fold from about 3, or a potency from the dose series; inactive = the rest, 99 in 100 with activation fold below about 1.6; note: many of its hits are not listed in these tables
# K1F lysis inhibition: protection from phage-mediated lysis, alamar blue read-out – E. coli UTI89, K1F phage, bacterial capsule biogenesis inhibitors (AID 488966) | hit rate 0.02% among 340,000 | E. coli UTI89 K1F phage lysis, alamar blue, 2 h; higher % means a stronger effect | inhibition, % at 100 µM; hits with a dose series show IC50 in µM;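 active = phage lysis inhibition, versus mean bacterial control, above a set limit; inconclusive = no clear call, values can overlap the other calls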;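 note: capsule biogenesis inhibitors block K1F phage lysis so surviving cells raise fluorescence; higher fluorescence means more inhibition of phage lysis; actives were called in the ten point dose series up to 300 µM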
# Hep lipid drop: hepatic lipid droplet formation modulation. inhibition, % at 6.5 µM. AML12 mouse hepatocytes, oleate lipid droplets, BODIPY imaging. hit rate 0.4% among 240,000. AID 1656;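 active = lipid droplet intensity inhibited by at least 50%, with more than 500 cells counted; inconclusive = wells with under 300 cells, treated as cytotoxic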
#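 Technique: fluorescence imaging, 20x objective, two fields per well / Assay system: AML12 hepatocytes (mouse) / Measure: % inhibition of lipid droplet signal / Doses: 6.5 µM single-point dosing / Incubation: overnight exposure / Reagent: 100 µM oleic acid challenge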
# Myeloid diff MLP: promotes myeloid progenitor differentiation; ER-HoxA9 myeloid progenitors, lysozyme-GFP differentiation, flow cytometry; calls only at 10 µM; hit rate 1% among 360,000;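 active = normalized GFP-positive differentiation at or above the plate's own cutoff, the solvent-only control mean plus 3 SD; inconclusive = no clear call, values can overlap the other calls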;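 note: cells exposed to compound for four days before flow analysis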
# PMI inhibition: human PMI inhibitors, high substrate, primary screen, biochemical, fluorescence intensity, high mannose 6-phosphate (AID 1220) | hit rate 0.66% among 190,000 | recombinant PMI enzyme, coupled fluorescence intensity; higher % means a stronger effect | inhibition, % at 20 µM, or IC50 in µM where a hit was titrated
# PMI inhibitors: MPI enzyme activity inhibition – biochemical, fluorescence intensity, coupled assay, primary screen (AID 1209) | one-dose inhibition, % at 20 µM; IC50 in µM for titrated hits | hit rate 0.42% among 190,000 | purified PMI enzyme, coupled fluorescence intensity; higher % means a stronger effect;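 note: plate controls were DMSO vehicle for no effect and wells lacking substrate for full effect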
# ER stress rescue: protection against thapsigargin-triggered cell killing – 384-well, CSM14.1, ATP luminescence, primary screen (AID 1222); CSM14.1 thapsigargin-induced death rescue, ATP luminescence; higher % means a stronger effect; cellular ATP content (survival), % at 20 µM, or EC50 in µM where a hit was titrated; 190,000 tested, under 10 active;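 active = EC50 below 50 µM in the dose-response confirmation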;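 note: death triggered by thapsigargin at about 15 µM added after 2 h compound pretreatment; cell ATP read after overnight thapsigargin exposure of roughly 18 to 22 hours; normalized against plate controls of thapsigargin alone and 5% DMSO vehicle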
# P. falciparum M1AAP: P. falciparum M1AAP inhibitors, biochemical, fluorogenic H-Leu-NHMec substrate, 1536-well (AID 1445) | recombinant M1AAP, H-Leu-NHMec fluorogenic kinetic assay; higher % means a stronger effect | inhibition, % at 30 µM, or IC50 in µM where a hit was titrated | hit rate 0.42% among 220,000;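 active = primary inhibition above the hit cutoff, then over 50% inhibition at one or more dose response concentrations, cut at about 23% in these data, passing the limit was not always enough; inconclusive = conflicting primary data, or primary hits not chosen for dose response; inactive = low primary inhibition, or under 50% at every dose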;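 note: plate controls were DMSO full reaction for no effect and no enzyme background for full effect; strong numbers were not always called active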
# WT yeast gro inh mutant strain: also measured in WT yeast gro inh; calls as there; inhibition, %; mitochondrial fusion phenotypic screen, mutant strain inhibition
# Hep lipid drop cells 6.5 µM: further read-out of Hep lipid drop, marked with its call; cell count; measured here: cell count, cytotoxicity flag;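 cells counted across two imaged fields per well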
# Myeloid diff MLP GFP+ MAC1+ %: also measured in Myeloid diff MLP; calls as there; GFP+ MAC1+ double positive, %; measured here: differentiation confirmed by MAC1 staining
# The depositor's hits bear a star; i = inactive; ? = inconclusive; . = no result given; [ ] = another dose, or the depositor's remark. Cut-off read from the data, not from the text of the source, unless noted: active = inhibition above about 50%; inactive = the rest. An unsorted share of the library; about 4.6% have a hit in one of these screens.
SMILES,WT yeast gro inh,WT yeast gro inh mutant strain,TNAP activators,K1F lysis inhibition,Hep lipid drop,Hep lipid drop cells 6.5 µM,Myeloid diff MLP,Myeloid diff MLP GFP+ MAC1+ %,PMI inhibition,PMI inhibitors,ER stress rescue,P. falciparum M1AAP
Cc1cc2c(cc1C)CSC(c1c(O)ccc3ccccc13)SC2,97*,93*,1.1,0.1%,-2,765,i,1.4,17%,22%,-3.9%,0%
CCCC(=O)c1cc(F)c(N2CCN(S(=O)(=O)c3ccccc3)CC2)cc1C,2,-1,1.1,-2.2%,-16,659,i,3.4,15%,19%,-3.8%,0%
CCC(=O)Nc1ccccc1C(=O)OC(c1ccccc1)c1ccccc1,42,1,1.2,2.8%,-30,511,i,0.2,7%,17%,-2.3%,6%
CCOC(=O)C1=C(C)Nc2nc(C)nn2C1c1cc(OC)ccc1OC (stereo unspecified),7,-3,1.1,7.2%,-14,752,i,1.5,-7%,-7%,-2.2%,5%
CCn1c(SCC(=O)c2ccc3ccccc3c2)nnc1-c1cccs1,17,-7,1,0.3%,.,.,i,2.4,9%,9%,-0.3%,6%
Cn1c(CNc2nc(-c3ccccc3)cs2)nnc1SCC(=O)OC1CCCCC1,7,1,1.1,0.1%,-6,752,i,0.9,2%,-7%,-1.7%,9%
Cc1ccc(Cn2c(Cc3ccccc3)nc3ccccc32)cc1,71*,60*,1.1,-0.1%,.,.,i,0.9,8%,8%,-1.3%,10%
CCCCn1nnnc1NCc1cc(Cl)c(OC)c(OC)c1,1,0,1.2,0.0%,-8,656,i,0.0,1%,2%,-0.4%,0%
Cc1cc(NC(=O)CSc2nnc(-c3ccc(Cl)s3)o2)no1,-6,-5,1,0.2%,.,.,i,0.8,3%,-17%,1.3%,36%
Cc1cc(C(=O)OCC(=O)Nc2cccc(S(=O)(=O)N3CCOCC3)c2)c(C)o1,19,20,1,0.3%,-11,777,i,0.3,11%,10%,-4.3%,-2%
Cc1ccc(C(=O)Nc2ccc3c(c2)OCO3)cc1S(=O)(=O)N1CCCC1,7,8,1.1,-0.3%,2,676,i,0.8,13%,12%,-4.1%,-8%
O=C(COC(=O)CCOc1ccccc1)NCCC1=CCCCC1,-19,1,1.1,0.0%,4,680,i,0.6,3%,-6%,-1.5%,2%
Cc1ccc(Oc2nc3c(c(=O)n(Cc4ccccc4F)c(=O)n3C)n2C)cc1,1,19,1.1,0.5%,-28,694,i,1.1,12%,17%,-1.6%,7%
O=C(CSc1nc(-c2cccs2)cc(C(F)(F)F)n1)NCCCN1CCOCC1,-17,-2,1,1.8%,-2,648,i,0.1,8%,1%,1.3%,8%
O=C(CN1C(=O)S/C(=C\c2ccc(F)cc2)C1=O)Nc1cccc(S(=O)(=O)NCc2ccco2)c1,1,-3,1.1,0.4%,42,607,i,1.0,7%,14%,1.1%,4%
COc1cccc(C(=O)c2c[nH]c(C(=O)NCc3cccs3)c2)c1,-10,10,1,-0.3%,-4,670,i,1.1,9%,6%,-1.5%,-3%
COc1ccc(C2CC(c3ccc([N+](=O)[O-])cc3)=NN2C(=O)c2ccccc2)cc1OC (stereo unspecified),-13,7,1,-0.1%,-1,705,i,0.3,24%,19%,0.0%,4%
CCC(NC(=O)c1ccccc1NC(=O)c1ccccc1)C(=O)OC (stereo unspecified),77*,75*,1,0.0%,-13,622,i,0.7,-8%,-11%,-1.6%,-3%
CCOc1ccc(C2CC(c3cccc(C)c3)n3nc(N)nc3N2)cc1 (stereo unspecified),3,0,1.2,0.7%,8,588,i,3.8,5%,10%,.,4%
N=c1n(CCc2ccccc2)c2ccccc2n1Cc1ccccc1F,22,25,1.2,?,-16,706,i,0.4,2%,1%,-5.1%,1%
O=C(NC(N1CCOCC1)C(Cl)(Cl)Cl)c1ccc(F)cc1 (stereo unspecified),-8,-16,1.1,0.2%,2,729,i,0.1,2%,5%,0.3%,2%
COc1ccccc1C(=O)NCC(=O)n1nc(C)cc1C,-11,6,1.1,0.9%,.,.,i,0.3,2%,-5%,-1.3%,3%
c1ccc(-n2cnc3ccccc32)cc1,8,14,1.1,0.1%,-5,687,i,0.1,-1%,0%,-3.5%,1%
CCOc1cc(/C=N/n2cnnc2)ccc1O,8,14,1,1.3%,-5,678,i,2.7,5%,7%,-1.4%,9%
COc1ccccc1-n1c(C)nc2cc(C(=O)O)ccc21,16,26,1.1,0.5%[50 µM],-16,788,i,1.2,-14%,-4%,-3.5%,-3%
COCCNC(=O)C(=O)N/N=C(\C)CC(=O)Nc1cccc(C(F)(F)F)c1,.,.,.,-0.1%,21,672,i,0.4,.,.,.,4%
OCCN=C(c1ccccc1)C12CN3CN(CN(C3)C1)C2,-1,20,1.1,-0.1%,.,.,i,0.7,-6%,-8%,0.1%,4%
CC(/C=N/Nc1ncc(C)c(=O)[nH]1)=C\c1ccccc1,-1,14,1.5,0.1%,10,659,i,0.5,0%,-7%,-2.0%,13%
CCOC(=O)C(C)n1cnc2c(nnn2Cc2ccc(Cl)cc2)c1=O (stereo unspecified),-5,-7,1.2,-0.2%,1,793,i,1.2,-3%,-7%,-0.6%,-2%
CN(/C=C/C(=C/C=[N+](C)c1ccccc1)OCCCS(=O)(=O)[O-])c1ccccc1,15,-7,0.9,0.3%,0,711,i,1.0,43%,-8%,-0.1%,-10%

# Laid out differently: entries from further up.
structure | WT yeast gro inh | WT yeast gro inh mutant strain | TNAP activators | K1F lysis inhibition | Hep lipid drop | Hep lipid drop cells 6.5 µM | Myeloid diff MLP | Myeloid diff MLP GFP+ MAC1+ % | PMI inhibition | PMI inhibitors | ER stress rescue | P. falciparum M1AAP
OCCN=C(c1ccccc1)C12CN3CN(CN(C3)C1)C2 | -1 | 20 | 1.1 | -0.1% | . | . | i | 0.7 | -6% | -8% | 0.1% | 4%
CC(/C=N/Nc1ncc(C)c(=O)[nH]1)=C\c1ccccc1 | -1 | 14 | 1.5 | 0.1% | 10 | 659 | i | 0.5 | 0% | -7% | -2.0% | 13%

# More structures follow.
SMILES,WT yeast gro inh,WT yeast gro inh mutant strain,TNAP activators,K1F lysis inhibition,Hep lipid drop,Hep lipid drop cells 6.5 µM,Myeloid diff MLP,Myeloid diff MLP GFP+ MAC1+ %,PMI inhibition,PMI inhibitors,ER stress rescue,P. falciparum M1AAP
CC1CCN(c2nnc(-c3cccs3)c3ccccc23)CC1,16,1,1,0.0%,-8,735,i,0.5,12%,15%,-0.8%,2%
N#C/C(=C\c1cn(CCOc2ccccc2)c2ccccc12)C(=O)NCC1CCCO1 (stereo unspecified),-4,-7,1,3.7%,-19,706,?,.,20%,18%,-1.5%,7%
CC1(C)CC(NCc2ccncc2)CC(C)(C)N1,-22,4,1.1,-0.2%,-2,656,i,0.5,6%,10%,3.3%,-1%
CCN(CCCNC(=O)CN(C)S(=O)(=O)c1cccc2nsnc12)c1cccc(C)c1,-3,1,1,2.0%,.,.,i,0.8,16%,5%,2.0%,2%
O=C(NC(=S)N1CCc2ccccc21)C1CCC1,-5,9,1.1,0.5%,-6,633,i,1.5,13%,6%,-1.2%,-2%
Cc1cc(NS(=O)(=O)c2ccc(NC(=O)C(C(C)C)N3C(=O)c4ccccc4C3=O)cc2)nc(C)n1 (stereo unspecified),.,.,1,1.6%,.,.,i,4.5,-2%,5%,-1.8%,11%
Cc1noc(C)c1S(=O)(=O)N1CCC(C(=O)c2ccccc2)CC1,.,.,.,0.9%,3,585,i,0.4,.,.,.,13%
COc1nc(N2CCOCC2)nc(C)c1[N+](=O)[O-],6,8,1,0.8%,-18,564,i,1.0,2%,-2%,-0.8%,0%
O=C(c1ccco1)N1CCN(c2nc(C3CC3)nc3c2nnn3Cc2ccccc2Cl)CC1,18,-3,1,4.8%,10,761,i,1.7,-5%,-5%,0.6%,6%
CCNc1ccc(C(=O)OCC)cc1NC(=O)c1cc(S(=O)(=O)N2CCOCC2)ccc1C,-2,4,1.1,-0.9%,-1,734,i,13,-1%,4%,0.4%,-5%
COc1ccc(C(=O)N=c2sc3ccccc3n2C)cc1OC,-2,-10,1.1,0.0%,2,713,i,0.3,0%,5%,-1.3%,7%

# Among those listed so far, these contain an NH in an aromatic ring.
SMILES,WT yeast gro inh,WT yeast gro inh mutant strain,TNAP activators,K1F lysis inhibition,Hep lipid drop,Hep lipid drop cells 6.5 µM,Myeloid diff MLP,Myeloid diff MLP GFP+ MAC1+ %,PMI inhibition,PMI inhibitors,ER stress rescue,P. falciparum M1AAP
COc1cccc(C(=O)c2c[nH]c(C(=O)NCc3cccs3)c2)c1,-10,10,1,-0.3%,-4,670,i,1.1,9%,6%,-1.5%,-3%
CC(/C=N/Nc1ncc(C)c(=O)[nH]1)=C\c1ccccc1,-1,14,1.5,0.1%,10,659,i,0.5,0%,-7%,-2.0%,13%

# By substructure, the compounds so far with a thiophene ring, fused or not (five)
SMILES,WT yeast gro inh,WT yeast gro inh mutant strain,TNAP activators,K1F lysis inhibition,Hep lipid drop,Hep lipid drop cells 6.5 µM,Myeloid diff MLP,Myeloid diff MLP GFP+ MAC1+ %,PMI inhibition,PMI inhibitors,ER stress rescue,P. falciparum M1AAP
CCn1c(SCC(=O)c2ccc3ccccc3c2)nnc1-c1cccs1,17,-7,1,0.3%,.,.,i,2.4,9%,9%,-0.3%,6%
Cc1cc(NC(=O)CSc2nnc(-c3ccc(Cl)s3)o2)no1,-6,-5,1,0.2%,.,.,i,0.8,3%,-17%,1.3%,36%
O=C(CSc1nc(-c2cccs2)cc(C(F)(F)F)n1)NCCCN1CCOCC1,-17,-2,1,1.8%,-2,648,i,0.1,8%,1%,1.3%,8%
COc1cccc(C(=O)c2c[nH]c(C(=O)NCc3cccs3)c2)c1,-10,10,1,-0.3%,-4,670,i,1.1,9%,6%,-1.5%,-3%
CC1CCN(c2nnc(-c3cccs3)c3ccccc23)CC1,16,1,1,0.0%,-8,735,i,0.5,12%,15%,-0.8%,2%
